Compound activity as filed in PubChem BioAssay.
CHT block – inhibitors of human choline transporter CHT | High affinity choline transporter 1 (Homo sapiens), Q9GZV3 | CHT-expressing cells, membrane potential dye, choline response; hits give low values | B-score at 10 µM | 310,000 tested, 0.86% active | AID 488975, 2010;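 active = B-score over 3 SD under the library average, and starting fluorescence ratio not unusually high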;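 also: choline stimulus applied at its EC90 after an EC20 pre-addition; B-score computed on integrated fluorescence ratio after choline addition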
Target sequence (Q9GZV3 whole entry, looked up): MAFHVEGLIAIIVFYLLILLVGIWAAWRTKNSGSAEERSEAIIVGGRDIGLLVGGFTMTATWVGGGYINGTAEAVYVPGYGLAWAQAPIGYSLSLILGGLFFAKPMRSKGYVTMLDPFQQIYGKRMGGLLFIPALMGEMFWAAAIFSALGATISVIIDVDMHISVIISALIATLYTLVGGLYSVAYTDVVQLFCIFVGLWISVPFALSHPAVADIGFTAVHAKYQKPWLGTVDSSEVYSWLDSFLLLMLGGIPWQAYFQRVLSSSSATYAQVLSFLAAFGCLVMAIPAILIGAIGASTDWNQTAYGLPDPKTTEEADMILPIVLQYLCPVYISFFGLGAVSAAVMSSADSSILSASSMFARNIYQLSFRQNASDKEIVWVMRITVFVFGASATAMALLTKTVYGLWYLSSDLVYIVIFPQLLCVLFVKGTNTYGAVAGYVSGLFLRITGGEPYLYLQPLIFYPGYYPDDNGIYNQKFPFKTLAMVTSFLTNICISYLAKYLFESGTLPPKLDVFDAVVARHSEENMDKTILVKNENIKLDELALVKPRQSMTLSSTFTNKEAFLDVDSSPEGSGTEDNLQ
CHT allo act – CHT positive allosteric modulators, primary screen, cell-based, membrane potential dye, choline EC20. High affinity choline transporter 1 (Homo sapiens), Q9GZV3. AID 488977, 2010. B-score at 10 µM. 310,000 tested, 0.49% active. CHT-expressing cells; hits give high values; LV-AA mutant CHT in HEK293 cells;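 active = initial fluorescence not abnormally high and integrated response B-score, plate-corrected, over 3 SD above library mean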
Numbers without * were called inactive.

Start of the listing, in advance (13 entries):
Results for CC(=O)Nc1sc2c(c1C(c1ccccc1Cl)N1CCN(CCO)CC1)CCCC2 (stereo not given) ?
CHT block: inactive; CHT allo act: inactive

How did O=C(NC1CCN(S(=O)(=O)c2ccccc2)CC1)c1ccccc1 do in these assays?
CHT block: inactive; CHT allo act: inactive

What do the screens show for `CC(C)(C)OC(=O)NCCCC[C@H](NC(=O)c1nc[nH]c1C(=O)NCc1ccccc1)C(=O)OC(C)(C)C`?
CHT block: inactive; CHT allo act: inactive

Results for Cc1ccsc1C(=O)NCC(=O)OCc1ccccc1 ?
CHT block: inactive; CHT allo act: inactive

Results for Cc1cc(C)c2c(=O)[nH]c(SCC(=O)Nc3ccc(Br)cc3)nc2n1 ?
CHT block: inactive; CHT allo act: inactive

How did Cc1cc(NCCCOC(C)C)n2c(nc3ccccc32)c1C#N do in these assays?
CHT block: inactive; CHT allo act: inactive

What do the screens show for `CCN(C(=O)CN1C(=O)NC(c2ccccc2)(c2ccccc2)C1=O)c1ccccc1`?
CHT block: inactive; CHT allo act: inactive

What do the screens show for `O=[N+]([O-])c1cccc(C2=NCCS2)c1`?
CHT block: inactive; CHT allo act: inactive

What do the screens show for `CCOC(=O)Cc1csc(NS(=O)(=O)c2ccc3c4c(cccc24)C(=O)N3CC)n1`?
CHT block: -4.98*; CHT allo act: inactive

How did CCCCn1c(Cc2ccccc2)nnc1SCC(=O)N1CCOCC1 do in these assays?
CHT block: inactive; CHT allo act: inactive

What do the screens show for `CC1CCN(C(=S)Nc2ccc3nc4n(c(=O)c3c2)CCCCC4)CC1`?
CHT block: inactive; CHT allo act: inactive

What do the screens show for `COc1ccc(Cl)cc1NC(=O)/C=C/C(=O)O`?
CHT block: inactive; CHT allo act: inactive

Results for O=c1[nH]c2cc3c(cc2cc1CN(CCO)S(=O)(=O)c1ccccc1Cl)OCCO3 ?
CHT block: inactive; CHT allo act: inactive

The listing, previewed entries included:
Results for CC(=O)Nc1sc2c(c1C(c1ccccc1Cl)N1CCN(CCO)CC1)CCCC2 (stereo not given) ?
CHT block: inactive; CHT allo act: inactive

How did O=C(NC1CCN(S(=O)(=O)c2ccccc2)CC1)c1ccccc1 do in these assays?
CHT block: inactive; CHT allo act: inactive

What do the screens show for `CC(C)(C)OC(=O)NCCCC[C@H](NC(=O)c1nc[nH]c1C(=O)NCc1ccccc1)C(=O)OC(C)(C)C`?
CHT block: inactive; CHT allo act: inactive

Results for Cc1ccsc1C(=O)NCC(=O)OCc1ccccc1 ?
CHT block: inactive; CHT allo act: inactive

Results for Cc1cc(C)c2c(=O)[nH]c(SCC(=O)Nc3ccc(Br)cc3)nc2n1 ?
CHT block: inactive; CHT allo act: inactive

How did Cc1cc(NCCCOC(C)C)n2c(nc3ccccc32)c1C#N do in these assays?
CHT block: inactive; CHT allo act: inactive

What do the screens show for `CCN(C(=O)CN1C(=O)NC(c2ccccc2)(c2ccccc2)C1=O)c1ccccc1`?
CHT block: inactive; CHT allo act: inactive

What do the screens show for `O=[N+]([O-])c1cccc(C2=NCCS2)c1`?
CHT block: inactive; CHT allo act: inactive

What do the screens show for `CCOC(=O)Cc1csc(NS(=O)(=O)c2ccc3c4c(cccc24)C(=O)N3CC)n1`?
CHT block: -4.98*; CHT allo act: inactive

How did CCCCn1c(Cc2ccccc2)nnc1SCC(=O)N1CCOCC1 do in these assays?
CHT block: inactive; CHT allo act: inactive

What do the screens show for `CC1CCN(C(=S)Nc2ccc3nc4n(c(=O)c3c2)CCCCC4)CC1`?
CHT block: inactive; CHT allo act: inactive

What do the screens show for `COc1ccc(Cl)cc1NC(=O)/C=C/C(=O)O`?
CHT block: inactive; CHT allo act: inactive

Results for O=c1[nH]c2cc3c(cc2cc1CN(CCO)S(=O)(=O)c1ccccc1Cl)OCCO3 ?
CHT block: inactive; CHT allo act: inactive

What do the screens show for `CC12CC3(C)CC(C)(C1)CC(C(=O)NC1=NCCS1)(C2)C3`?
CHT block: inactive; CHT allo act: inactive

Results for CCn1c(Cc2c(C)[nH]c3ccccc23)nnc1SCC(=O)NCc1ccco1 ?
CHT block: inactive; CHT allo act: inactive

Results for CC(=O)C(C)n1c(CN(C)Cc2ccccc2)nc2c1c(=O)n(C)c(=O)n2C (stereo not given) ?
CHT block: inactive; CHT allo act: inactive

Results for Cc1ccc(NC(=O)CNc2ccc(N3CCOCC3)cc2)cc1S(=O)(=O)N(C)C ?
CHT block: inactive; CHT allo act: inactive

How did CC(C)(CNC(=O)/C=C/c1ccc(F)cc1)CNC(=O)/C=C/c1ccc(F)cc1 do in these assays?
CHT block: inactive; CHT allo act: inactive

What do the screens show for `CC(C)Cc1cc(C(=O)Nc2cc(Cl)ccc2Cl)no1`?
CHT block: inactive; CHT allo act: inactive

How did CC(=O)c1cccc(NC(=O)C2CCCN(S(=O)(=O)c3ccc(F)cc3)C2)c1 (stereo not given) do in these assays?
CHT block: inactive; CHT allo act: inactive

What do the screens show for `Cc1[nH]ccc2c1[nH]c1cc(=O)ccc12`?
CHT block: inactive; CHT allo act: inactive

How did CC(C)(C)OC(=O)N1Cc2ccccc2C[C@H]1C(=O)NCC(=O)NCC1CCCO1 (stereo not given in full) do in these assays?
CHT block: inactive; CHT allo act: inactive

What do the screens show for `CCOc1ccccc1NC(=O)Cn1nnc(C(=O)NCCc2ccc(OC)c(OC)c2)c1N`?
CHT block: inactive; CHT allo act: inactive

How did CC1=NCCN1S(=O)(=O)c1cccc([N+](=O)[O-])c1 do in these assays?
CHT block: inactive; CHT allo act: inactive

How did Cc1cccc(C(CC(=O)O)n2cccc2)c1 (stereo not given) do in these assays?
CHT block: inactive; CHT allo act: inactive

How did O=C(CCNS(=O)(=O)c1cccc2nsnc12)NCc1cccs1 do in these assays?
CHT block: inactive; CHT allo act: inactive

What do the screens show for `CCOC(=O)c1c(C)[nH]c(C)c1S(=O)(=O)NCC1CCN(Cc2ccccc2F)CC1`?
CHT block: inactive; CHT allo act: inactive

What do the screens show for `O=C(Nc1cccc(C(=O)N2CCN(Cc3ccccc3)CC2)c1)c1ccccc1`?
CHT block: inactive; CHT allo act: inactive

Results for Cc1cc(C)n(-c2ncc3c(n2)N(C)CCOC3=O)n1 ?
CHT block: inactive; CHT allo act: inactive

Results for Clc1ccccc1N=C1NN=C(c2cccs2)CS1 ?
CHT block: inactive; CHT allo act: inactive

Results for CCOC(=O)Cn1nc(C)c(NC(=O)COc2cccc(Cl)c2)c1C ?
CHT block: inactive; CHT allo act: inactive

How did Cc1cc(=O)oc2ccc(OCC(=O)NCc3ccco3)cc12 do in these assays?
CHT block: inactive; CHT allo act: inactive

Results for COc1ccc(CNC(=O)/C=C/c2ccc(S(=O)(=O)NCc3ccco3)cc2)cc1OC ?
CHT block: inactive; CHT allo act: inactive

What do the screens show for `Cc1ccccc1-c1nc(CS(=O)CC(=O)NC2CC2)c(C)o1` (stereo not given)?
CHT block: inactive; CHT allo act: inactive

Results for COc1ccc(/C(C)=N/NC(=O)c2nnn(-c3nonc3N)c2CN(C)c2ccccc2)cc1 ?
CHT block: inactive; CHT allo act: inactive

Results for COc1cccc(CNC(=O)CSc2nc3ccc(C)cc3[nH]2)c1 ?
CHT block: inactive; CHT allo act: inactive

What do the screens show for `O=C(c1cccs1)c1coc2ccc(O)c(CN3CCOCC3)c12`?
CHT block: inactive; CHT allo act: inactive

How did O=C(NC1CCCC1)c1nc2c(nnn2Cc2cccc(Cl)c2)c(=O)[nH]1 do in these assays?
CHT block: inactive; CHT allo act: inactive

What do the screens show for `O=S(=O)(c1ccc(Oc2ccc(F)c(Cl)c2)nc1)N1CCOCC1`?
CHT block: inactive; CHT allo act: inactive

How did CCOC(=O)C1(Cc2ccccc2)CCCN(Cc2ccncc2)C1 (stereo not given) do in these assays?
CHT block: inactive; CHT allo act: inactive

How did COc1ccc(S(=O)(=O)N2CCCCC2)cc1NC(=S)Nc1cccc(Cl)c1C do in these assays?
CHT block: inactive; CHT allo act: inactive

How did Nc1nc(-c2ccccc2)nn1C(=O)c1ccco1 do in these assays?
CHT block: inactive; CHT allo act: inactive

How did COc1cccc(N2C(=O)c3ccncc3C2=O)c1 do in these assays?
CHT block: inactive; CHT allo act: inactive

Results for O=[N+]([O-])c1ccc2nc(-c3ccccc3)oc2c1 ?
CHT block: inactive; CHT allo act: inactive

How did O=C(CN1CCN(c2ccccc2F)CC1)Nc1ccccc1F do in these assays?
CHT block: inactive; CHT allo act: inactive

How did COc1ccc(/C=C2\SC(=S)N(CCC(=O)Nc3cccc(C(=O)O)c3)C2=O)cc1OC do in these assays?
CHT block: inactive; CHT allo act: inactive

How did COc1cc2c(cc1OC)C1Cc3ccc(OC)c(OC)c3CN1CC2 (stereo not given) do in these assays?
CHT block: inactive; CHT allo act: inactive

What do the screens show for `O=C(CSC1=NS(=O)(=O)c2ccccc2N1)c1ccccc1`?
CHT block: inactive; CHT allo act: inactive

What do the screens show for `CC(=O)N1CCCC(C(=O)c2ccc(Oc3ccccc3)cc2)C1` (stereo not given)?
CHT block: inactive; CHT allo act: inactive

Results for COc1cccc(Cn2c(N)c(C#N)c3nc4ccccc4nc32)c1OC ?
CHT block: inactive; CHT allo act: inactive

What do the screens show for `COc1ccc2c(c1)CC[C@@H]1[C@@H]2CC[C@]2(C)C(=O)CC[C@@H]12`?
CHT block: inactive; CHT allo act: inactive

Results for O=C(CCCN1C(=O)C2C3C=CC(C3)C2C1=O)N1CCN(c2ccccc2)CC1 (stereo not given) ?
CHT block: inactive; CHT allo act: inactive

What do the screens show for `C=CCOc1ccc2cccc(/C=N/NC(=O)c3cc4cc([N+](=O)[O-])ccc4s3)c2c1`?
CHT block: inactive; CHT allo act: inactive

Results for CCOC(=O)c1ccc(NC(=O)CSc2nnc(CC)o2)cc1 ?
CHT block: inactive; CHT allo act: inactive

Results for COc1ccc(N=C2SC(C(=O)N3CCN(c4ccccc4)CC3)CC(=O)N2C)cc1 (stereo not given) ?
CHT block: inactive; CHT allo act: inactive

What do the screens show for `C=CCNC(=O)[C@H]1N2C(=O)c3ccccc3C2SC1(C)C` (stereo not given in full)?
CHT block: inactive; CHT allo act: inactive

How did O=S(=O)(/N=C(/c1ccc(F)cc1)N1CCCCC1)c1ccc(Cl)cc1 do in these assays?
CHT block: inactive; CHT allo act: inactive

Results for O=C(Cn1nnc(-c2cccc(C(F)(F)F)c2)n1)N1CCCCCC1 ?
CHT block: inactive; CHT allo act: inactive

How did CCC(C)[C@H](NS(=O)(=O)c1ccc(C)cc1)C(=O)N1CCC(C(=O)N[C@H](C(=O)O)c2ccccc2)CC1 (stereo not given in full) do in these assays?
CHT block: inactive; CHT allo act: inactive

How did N#Cc1ccc(OCC(O)CN2CCN(CC(O)COc3ccc(C#N)cc3)CC2)cc1 (stereo not given) do in these assays?
CHT block: inactive; CHT allo act: inactive

How did CCOC(=O)CNC(=O)c1cnn2cccnc12 do in these assays?
CHT block: inactive; CHT allo act: inactive

How did Cc1cccc(C)c1NC(=O)Nc1ccc(S(N)(=O)=O)cc1 do in these assays?
CHT block: inactive; CHT allo act: inactive

Results for Cc1ccc(-c2csc3nnc(SCC(=O)NCc4ccc5c(c4)OCO5)n23)cc1 ?
CHT block: inactive; CHT allo act: inactive

How did CCOC(=O)/C=C/C(=O)Nc1cccc([N+](=O)[O-])c1 do in these assays?
CHT block: inactive; CHT allo act: inactive

What do the screens show for `COCOc1ccc(/C=C2/Oc3cc(OCOC)cc(OCOC)c3C2=O)c(OCOC)c1`?
CHT block: inactive; CHT allo act: inactive

What do the screens show for `COc1cccc(-c2c(C(=O)N/N=C(\C)c3ccco3)nnn2-c2nonc2N)c1`?
CHT block: inactive; CHT allo act: inactive

Results for CC(=O)N1Cc2ccccc2CC1C(=O)O (stereo not given) ?
CHT block: inactive; CHT allo act: inactive

What do the screens show for `CN(c1ccccc1C(=O)Nc1cccc(Cl)c1Cl)S(C)(=O)=O`?
CHT block: inactive; CHT allo act: inactive

Results for CCCCNCc1cc(OCC)c(OCC)cc1Br ?
CHT block: inactive; CHT allo act: inactive

Results for CC(C)C(C(=O)N1CCOCC1)N1C(=O)c2ccccc2C1=O (stereo not given) ?
CHT block: inactive; CHT allo act: inactive

Results for O=C(Cc1ccccc1)NCC(=O)N/N=C/c1ccc(C(=O)O)cc1 ?
CHT block: inactive; CHT allo act: inactive

Results for O=C1CCCN1CCCNc1ncccc1[N+](=O)[O-] ?
CHT block: inactive; CHT allo act: inactive

Results for Cc1ccc(S(=O)(=O)N2CCN(S(C)(=O)=O)C2)cc1 ?
CHT block: inactive; CHT allo act: inactive

What do the screens show for `O=C(CNC(=O)c1ccccc1F)N/N=C\C=C\c1ccccc1`?
CHT block: inactive; CHT allo act: inactive

Results for CC(C)Oc1ccc(C2CC(=O)N(Nc3ccc([N+](=O)[O-])cc3[N+](=O)[O-])C2=O)cc1 (stereo not given) ?
CHT block: inactive; CHT allo act: inactive

How did Cc1ccc(OCC(=O)c2cc(C)n(C3CC3)c2C)c([N+](=O)[O-])n1 do in these assays?
CHT block: inactive; CHT allo act: inactive

What do the screens show for `COc1cc(NC(=O)CN2CCN(c3ccccc3F)CC2)c(C)cc1[N+](=O)[O-]`?
CHT block: inactive; CHT allo act: inactive

Results for O=C1c2ccccc2S(=O)(=O)N1CC(O)Cn1ccc2ccccc21 (stereo not given) ?
CHT block: inactive; CHT allo act: inactive

Results for CC(Sc1nnc(-c2ccccc2Br)n1-c1cccc(C(F)(F)F)c1)C(N)=O (stereo not given) ?
CHT block: inactive; CHT allo act: inactive

Results for Cc1ccc(S(=O)(=O)N2CCCC(C(=O)Nc3cccnc3)C2)cc1 (stereo not given) ?
CHT block: inactive; CHT allo act: inactive

Results for CC(=O)n1cc([C@@H]2C=C(C(=O)N3CCN(Cc4ccc5c(c4)OCO5)CC3)O[C@H](OCc3ccc(CO)cc3)C2)c2ccccc21 ?
CHT block: inactive; CHT allo act: inactive

How did CC(=O)c1c(OC(=O)c2ccco2)c2ccccc2n1C do in these assays?
CHT block: inactive; CHT allo act: inactive
